# Pf gametocyte: inhibitors of late stage P. falciparum gametocyte viability; 0.065% of 150,000 active; inhibition, % at 10.9 µM; P. falciparum stage V gametocytes, ATP luminescence, 24 h;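 active = inhibition above the mean plus 3 SD of compounds within the control limits, set per campaign, cut at about 38% in these data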;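 also: 0% = DMSO wells and 100% = medium only without gametocytes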
# ABCG2 inh: blocks JC-1 efflux by human ABCG2 transporter; Q9UNQ0; IgMXP3 cells, flow cytometry; inhibition, % at 6.6 µM; 0.1% of 190,000 active; AID 1325;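 active = inhibition above 80%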;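 also: 0% = DMSO and 100% = nicardipine control wells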
# Target sequence (Q9UNQ0 whole entry, looked up): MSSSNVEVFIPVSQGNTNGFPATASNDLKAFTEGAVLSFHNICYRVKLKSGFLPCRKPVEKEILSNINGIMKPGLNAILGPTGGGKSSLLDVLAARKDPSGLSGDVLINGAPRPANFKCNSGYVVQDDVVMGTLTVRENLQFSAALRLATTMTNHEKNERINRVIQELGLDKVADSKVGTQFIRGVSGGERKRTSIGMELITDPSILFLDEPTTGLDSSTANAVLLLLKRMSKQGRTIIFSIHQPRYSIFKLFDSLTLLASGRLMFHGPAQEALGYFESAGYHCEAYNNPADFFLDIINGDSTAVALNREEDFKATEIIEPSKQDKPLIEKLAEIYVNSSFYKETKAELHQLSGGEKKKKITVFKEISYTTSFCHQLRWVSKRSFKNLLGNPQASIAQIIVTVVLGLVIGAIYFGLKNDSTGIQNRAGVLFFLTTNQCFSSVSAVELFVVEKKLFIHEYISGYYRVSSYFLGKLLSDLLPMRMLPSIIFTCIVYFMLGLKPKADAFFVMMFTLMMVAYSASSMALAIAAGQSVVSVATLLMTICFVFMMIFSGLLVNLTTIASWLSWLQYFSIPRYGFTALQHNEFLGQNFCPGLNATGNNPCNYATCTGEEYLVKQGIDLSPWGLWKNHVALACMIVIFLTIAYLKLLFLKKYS
#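 Read-out basis: Efflux inhibition in percent versus controls | Test system: ABCG2 IgMXP3 and barcoded ABCB1 CCRF-Adr cell mix | Quantity: 3 million cells/mL in well | Schedule: 10 min at 25 °C | Control set: Nicardipine as high control, DMSO as low control | Reagent: JC-1 as fluorescent efflux pump substrate | Signal: Flow cytometry of retained JC-1 fluorescence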
# Rab7 wt GTP bind: alters GTP binding to wildtype dog Rab7. 0.055% of 190,000 active. GST-Rab7 beads, fluorescent GTP binding, flow cytometry; actives lie on both sides; untreated = 100%, excess cold GTP = 0%. AID 758. GTP binding activity (percent of control), % at 10 µM;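 active = fluorescent GTP binding to Rab7 beads changed by at least 20 points from the 100% baseline, either direction, mostly lower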;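 also: median green fluorescence of bound Bodipy-FL-GTP per Rab7 bead population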
# Rac1 act GTP bind: human Rac1 activated mutant GTP binding change | 0.11% of 190,000 active | GST-Rac1 activated beads, fluorescent GTP binding, flow cytometry; actives lie on both sides; 100% means binding = to untreated wells | percent activity (GTP binding), % at 10 µM;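 active = GTP binding at least 20 percentage points away from the 100% baseline, in either direction, so actives lie on both sides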
# Avidin fluor: avidin bead compound fluorescence profile. 0.38% of 220,000 active. fluorescence (KMESF) at 10 µM. AID 1775. Avidin beads, compound fluorescence 488/530 nm, flow cytometry; stronger effect = higher value; in the data active = fluorescence above about 47; also: inactives centre near 10
# Cdc42 wt: modulators (inhibitors or activators) of GTP binding to human Cdc42 wildtype | GST-Cdc42 beads, Bodipy-GTP binding, flow cytometry; actives lie on both sides | percent activity (GTP binding), % at 10 µM | 0.2% of 190,000 active;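 active = percent activity GTP binding at least 20 points away from the 100% baseline, either down as inhibitor or up as activator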;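 also: median bead fluorescence of bound Bodipy-FL-GTP at 100 nM; 0% = excess unlabeled GTP control and 100% = no compound control; below 100% means less GTP binding so inhibitor and above means activator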
# Target sequence (P60953 whole entry, looked up): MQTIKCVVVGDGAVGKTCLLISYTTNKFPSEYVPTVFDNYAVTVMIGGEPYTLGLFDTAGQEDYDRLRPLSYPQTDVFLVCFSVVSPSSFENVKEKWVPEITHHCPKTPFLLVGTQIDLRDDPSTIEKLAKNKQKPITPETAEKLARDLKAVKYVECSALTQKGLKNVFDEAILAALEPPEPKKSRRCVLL
# HRas wt GTP bind: human HRas wildtype GTP binding, change in either direction; P01112; GST-Ras wt beads, Bodipy-FL-GTP binding, flow cytometry; actives lie on both sides; GTP binding activity, % at 10 µM; 0.14% of 190,000 active; AID 759;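 active = GTP binding activity at least 20% away from the 100% baseline, either lowered as inhibitor or raised as activator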;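 also: 0% = unlabeled GTP competition control and 100% = no-compound control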
# Target sequence (P01112 whole entry, looked up): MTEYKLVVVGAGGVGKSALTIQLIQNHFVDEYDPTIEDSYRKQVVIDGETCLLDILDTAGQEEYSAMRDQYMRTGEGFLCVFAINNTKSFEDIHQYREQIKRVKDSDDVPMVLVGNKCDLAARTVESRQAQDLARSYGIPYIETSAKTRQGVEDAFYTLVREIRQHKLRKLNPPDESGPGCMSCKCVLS
# GSH bead fluor: GSH bead compound fluorescence profile | GSH beads flow cytometry, compound fluorescence 488/530 nm; stronger effect = higher value | fluorescence (KMESF) at 10 µM | 0.25% of 190,000 active | AID 1776; in the data active = fluorescence above about 89;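 also: glutathione beads carrying GST-tagged Bcl family fusion proteins plus one bare bead set; values are compound well signal with DMSO vehicle wells as background; inactives centre near 16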
# ABCB1 inh: human ABCB1 inhibition, ABCG2 as counter-screen; CCRF-Adr cells, JC-1 efflux, flow cytometry; inhibition, % at 6.6 µM; 0.067% of 190,000 active; AID 1326; in the data active = inhibition above about 40%;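 also: 0% = vehicle and 100% = reference inhibitor; higher value means more JC-1 retained so stronger ABCB1 efflux block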
# Rab2 wt GTP: changes GTP binding to wildtype dog Rab2A, up or down; GST-Rab2 wt beads, Bodipy-GTP binding, flow cytometry; GTP binding activity, % at 10 µM; 0.19% of 190,000 active; AID 760;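 active = GTP binding activity at least 20 points away from 100%, either lowered or raised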;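 also: 0% = beads with excess unlabeled GTP and 100% = no-compound control corrected for plate trend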
# Rac1 wt modul: human Rac1 wildtype GTP binding, inhibitors and activators; GTP binding activity (% of control), % at 10 µM; AID 757; P63000; GST-Rac1 beads, fluorescent GTP binding, flow cytometry; actives lie on both sides; 0 = cold GTP competed, 100 = untreated; 0.27% of 190,000 active;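 active = GTP binding activity at least 20 points away from the 100% control level, either lower or higher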
# * hit, by the source's call; nt = not tested or not shown; [ ] = another dose, or the depositor's remark.
canonical_smiles,Pf gametocyte,ABCG2 inh,Rab7 wt GTP bind,Rac1 act GTP bind,Avidin fluor,Cdc42 wt,HRas wt GTP bind,GSH bead fluor,ABCB1 inh,Rab2 wt GTP,Rac1 wt modul
COc1ccc(NC(=O)CCCn2cc([N+](=O)[O-])cn2)cc1,0,0,103,94,12,96,96,11,0.1,97,100
CCOC(=O)C1=C(C)NC(=O)C1CC(=O)O (stereo not given),13,1,103,98,13,103,100,17,0.1,102,106
CN(CC(O)COCc1ccc2c(c1)OCO2)C1CCCCC1 (stereo not given),-20,-1,99,102,5,103,103,6,0.3,101,104
CC(c1ccccn1)N(CCN(C)C)C(=S)Nc1cccc(F)c1 (stereo not given),nt,1,101,98,14,102,100,14,0.3,99,101
COc1cc2c(cc1OC)CC1(CCCCC1)N=C2,-2,0,97,106,10,107,102,12,0.6,99,102
CC(C)CCNc1c(-c2cccs2)nc2ccccn12,nt,50,98,97,9,98,99,15,-1.3,97,103
CCN(c1ccc(NC(=O)COC(=O)CCC(=O)c2ccc(F)cc2)cc1)C(C)C,-18,-2,98,98,8,102,100,30,0.0,98,101
COc1cccc(CNC(=O)CCC2CCCN(C/C=C/c3ccccc3OC)C2)c1 (stereo not given),nt,2,94,97,7,100,97,14,5.2,98,103
Cc1ccccc1NC(=O)NNC(=O)OC(C)(C)C,-18,0,103,91,10,97,97,24,0.0,99,95
CCCCN1C(=O)Nc2ccccc2S1=O (stereo not given),-23,-1,103,100,1,98,101,7,0.3,99,104
O=C(Oc1cc2oc(=O)c3c(c2cc1Cl)CCCC3)c1cccs1,0,5,99,102,4,100,101,9,1.5,98,104
Cc1cc(Cl)c(S(=O)(=O)Nc2ccccn2)cc1OCC(N)=O,-5,3,102,100,34,98,102,13,0.8,99,100
COC(=O)c1ccc(OS(=O)(=O)c2ccc(NC(C)=O)cc2)cc1,-8,5,103,99,2,98,99,10,0.4,98,101
CCOC(=O)N1CCC(NC(=O)CCC(=O)N2CCOc3ccc(Cl)cc32)CC1,-8,13,98,95,11,101,97,69,-0.3,100,100
CCOC(=O)N(NC(=O)C(O)(CC(C)C)CC(C)C)c1ccccc1,-18,13,99,98,7,103,102,21,2.5,102,103
Cc1nn(C)c(Sc2ccccc2N)c1[N+](=O)[O-],6,0,108,98,10,100,103,9,0.4,103,98
Cc1cccc(N2CCN(C(=O)C3CCN(S(=O)(=O)c4c(C)noc4C)CC3)CC2C)c1 (stereo not given),nt,-3,101,99,8,97,97,14,0.0,97,103
Nc1c(N=Nc2ccccc2F)c(=O)[nH]n1-c1ccccc1,nt,2,99,96,33,95,96,13,0.1,98,97
CC(C)N(Cc1nccn1C)C(=O)CCc1nnc(CCCc2ccccc2)o1,nt,-6,92,93,10,91,92,18,-2.2,92,93
CC(=O)c1ccc(S(=O)(=O)Nc2cccc(-c3ccc4nncn4n3)c2)cc1,8,1,101,98,8,97,97,21,0.3,99,96
CC1CCc2c(sc3ncnc(NCCCOC(C)C)c23)C1 (stereo not given),2,6,98,99,13,105,104,20,2.1,106,105
CC(=NCCN1CCOCC1)C1=C(O)c2ccccc2C1=O,nt,3,100,105,8,104,100,10,0.7,101,106
Cc1ccc(C(=O)Nc2ccc(N3CCN(C)CC3)nc2)cc1,-6,4,96,100,30,98,97,12,0.8,97,101
O=C(O)Cc1csc(Nc2cccc(Cl)c2)n1,-5,-1,98,96,14,101,98,15,-0.1,97,100
CC1CN(C(=O)c2cccc(S(=O)(=O)N3CCOCC3)c2)CC(C)O1 (stereo not given),nt,5,101,98,38,104,103,22,1.1,103,108
COc1cccc(OCc2nnc(SC)n2C)c1,4,0,100,101,35,106,104,14,0.0,103,104
Cc1ccc(NC(=O)Cn2c(O)c(N=NS(=O)(=O)c3ccc(C)cc3)c3ccccc32)cc1,13,6,101,102,6,100,102,10,0.3,101,106
CCNC(=O)c1sc(=S)n(CC)c1N,nt,65,98,100,20,102,98,31,1.8,99,101
N#CCCCSc1nnnn1-c1cccc(Cl)c1,nt,11,103,98,19,98,100,33,-0.1,100,109
Cc1ccc(CN2CCN(Cc3c[nH]c4ccccc34)CC2CCO)o1 (stereo not given),2,0,105,99,11,98,101,18,0.3,101,101

# Additional records follow.
canonical_smiles,Pf gametocyte,ABCG2 inh,Rab7 wt GTP bind,Rac1 act GTP bind,Avidin fluor,Cdc42 wt,HRas wt GTP bind,GSH bead fluor,ABCB1 inh,Rab2 wt GTP,Rac1 wt modul
CCOC(=O)C1CCN(S(=O)(=O)Cc2ccc(Cl)cc2)CC1,nt,0,100,98,nt,100,99,34,0.2,100,102
CCC1C(=O)N=C(SCC(=O)Nc2nc3ccccc3s2)NC1=O (stereo not given),-16,0,100,92,46,92,94,8,-0.3,94,91
CCCc1cc(C(=O)Nc2nnc(C)s2)cs1,nt,2,101,96,35,101,99,29,0.2,101,95
COc1ccc(Cl)cc1NC(=O)COC(=O)CCNC(C)=O,6,-2,93,93,9,98,96,24,-2.4,95,94
CN1CCN(Cn2cc(/C=C/C(=O)c3ccccc3)c3ccccc32)CC1,nt,4,99,96,9,98,98,35,0.2,98,99
N#C/C(=C\c1cccs1)C(=O)NCc1cccnc1,5,3,96,98,3,98,99,6,0.4,98,101
COc1ccccc1N1CCN(C(=O)c2cc3cc(Br)ccc3oc2=O)CC1,nt,2,98,98,5,104,99,11,0.8,100,104
Cc1cc(Cl)ccc1NC(=O)CCCN1C(=O)CCC1=O,nt,1,104,101,3,103,103,18,0.2,101,103
COc1cccc(CC(NC(C)=O)C(=O)NC2CCN(c3nc(C)cc(C)c3C#N)CC2)c1OC (stereo not given),nt,-1,95,93,6,93,93,15,-0.1,92,92
Cc1ccc(N2C(=O)CC(N3CCN/C3=C3\CC/C(=C\c4ccccc4)C3=O)C2=O)cc1 (stereo not given),-21,14,94,93,11,98,95,12,1.5,97,97
CC(NC(=O)c1ccccc1)C(=O)N/N=C/c1cccc([N+](=O)[O-])c1 (stereo not given),-18,6,106,99,22,98,101,9,0.5,100,98
O=C(NC(=S)NCC1CCCO1)c1ccccc1F (stereo not given),nt,7,101,94,11,92,95,9,0.7,95,97
O=C(CCc1ccccc1)N1CCCN(C(=O)CCc2ccccc2)CC1,-6,1,99,101,5,99,99,10,0.2,98,103
COc1ccc(C(=O)Oc2ccc(C(C)=O)cc2)c(OC)c1,nt,3,94,96,5,96,96,36,0.8,94,98
c1ccc2sc(NC3=NCN(C4CCCCCC4)CN3)nc2c1,nt,5,97,94,24,98,100,21,1.3,96,96
CC1=NN(c2cccc(Cl)c2)C(=O)C12CC(C)=C(C)CS2 (stereo not given),nt,0,97,91,15,96,96,35,0.1,95,93
O=C1NCCN(Cc2ccc(Cl)c(F)c2)C1CC(=O)N1CCc2ccccc2C1 (stereo not given),-2,2,100,94,8,93,95,8,0.7,95,95
COc1cccc(/C=c2\s/c(=C/C(=O)c3ccc(C)cc3)[nH]c2=O)c1OC,-11,-4,92,88,7,90,91,2,-0.7,90,89
COc1ccc(OC)c(S(=O)(=O)N2CCC(C(=O)NCCc3ccccc3)CC2)c1,-14,2,102,98,10,101,101,28,0.2,100,100
COC(=O)c1c(-c2cccs2)csc1NC(=O)c1cccnc1,nt,39,102,99,7,98,98,12,0.5,101,101
CC1CN(S(=O)(=O)c2ccc(C(=O)Nc3nnc(-c4ccco4)o3)cc2)CC(C)O1 (stereo not given),4,1,101,95,22,96,99,8,0.2,96,98
COc1ccc(N2C(=O)CC(N3CCN(S(=O)(=O)c4ccc(Cl)cc4)CC3)C2=O)cc1 (stereo not given),nt,2,102,96,22,102,97,14,0.9,99,103
Cc1ccc(S(=O)(=O)NC(C(=O)Oc2ccc3ccc(=O)oc3c2)c2ccccc2)cc1 (stereo not given),7,4,95,95,5,97,96,11,0.8,96,99
CCN1CCN(CC(=O)N2N=C(c3cccs3)CC2c2ccc(OC)cc2)C(=O)C1=O (stereo not given),-10,-1,107,97,9,99,100,64,-0.2,105,103
Cc1nc(-c2ccccc2)sc1C(=O)O,2,1,107,96,8,95,99,27,0.1,97,94
Cc1cc(Cl)c(S(=O)(=O)NCC2CCCO2)cc1OCC(=O)NC1CCCCC1 (stereo not given),-28,9,101,99,17,99,101,34,-0.4,97,105
CCN(CC)c1ccc(-c2nn3c(-c4ccccc4OC)nnc3s2)cc1,nt,5,91,90,17,94,99,7,2.1,88,99
CC1(C)CC2CC(C)(CN2C(=O)c2cccs2)C1 (stereo not given),nt,14,100,113,6,133*[activator],100,11,1.2,104,157*[activator]
Cc1cccc(OCC(=O)N2CCOCC2)c1,9,2,94,98,277*,102,97,11,0.5,99,103
COCC(C)NC(=O)CCc1nnc(C2(c3ccc(Cl)cc3)CCC2)o1 (stereo not given),-1,5,103,93,4,97,97,10,2.4,99,99

# Records above printed as active in Rac1 wt modul.
SMILES	ABCG2 inh	Rab7 wt GTP bind	Rac1 act GTP bind	Avidin fluor	Cdc42 wt	HRas wt GTP bind	GSH bead fluor	Rab2 wt GTP	Rac1 wt modul
CC1(C)CC2CC(C)(CN2C(=O)c2cccs2)C1 (stereo not given)	14	100	113	6	133*[activator]	100	11	104	157*[activator]

# (cont.)
canonical_smiles,Pf gametocyte,ABCG2 inh,Rab7 wt GTP bind,Rac1 act GTP bind,Avidin fluor,Cdc42 wt,HRas wt GTP bind,GSH bead fluor,ABCB1 inh,Rab2 wt GTP,Rac1 wt modul
CCC(=O)Nc1nnc(-c2ccc(OC)cc2)o1,nt,4,102,102,7,99,100,15,0.2,100,106
O=C(CSc1ncnc2sc3c(c12)CCCC3)c1ccco1,6,1,101,98,5,101,100,26,0.1,98,103
Cc1ccc(S(=O)(=O)N(CC(=O)Nc2cccc(N(C)S(C)(=O)=O)c2)c2ccc(Cl)c(Cl)c2)cc1,nt,2,99,100,12,102,102,35,0.3,99,109
COc1ccc(/C=C/C(=O)NC(=S)NCCc2ccc(OC)c(OC)c2)cc1,6,7,96,99,15,101,98,10,1.5,97,102
OCCN1CCN(c2ncnc3nc[nH]c23)CC1,nt,2,99,99,7,104,99,26,1.0,98,103
CCC(=O)NC(=S)Nc1ccc(S(=O)(=O)NC(C)C)cc1,nt,4,96,98,12,99,100,79,0.9,99,100
CN(C(=O)CCN1C(=O)c2ccccc2C1=O)C1CCCCC1,nt,-3,102,101,15,101,100,36,-0.3,100,105
COc1ccc(S(=O)(=O)N(Cc2ccccc2)Cc2nc(-c3ccccc3)no2)cc1,-7,4,91,96,11,96,96,37,2.1,94,94
O=CNc1ccccc1Oc1ccccc1,5,1,100,101,9,106,105,39,0.3,101,108
CCOC(=O)CSc1nnc(CCCCCN2C(=O)c3cccc4cccc(c34)C2=O)o1,nt,26,97,98,13,99,100,2,2.1,95,101

# Screens from PubChem.
